hiPSC survival: enhancers of single-cell hiPSC survival, primary screen, ATPlite luminescence; 100% = ROCK inhibitor wells, 0% = DMSO; survival enhancement, % at 20 µM; 0.044% of 360,000 active; in the data active = survival enhancement above about 18%;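 note: cells exposed to compounds for 16 hours before the ATP read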
KKLEB cytotox: cytotoxicity in KKLEB CF airway cells, primary screen, cytotoxicity control for CF NF-kB inhibitor project, cell-based, uHTS, fluorescence assay plates; KKLEB CF airway cells viability, ATPlite luminescence, overnight; stronger effect = lower value; cells stimulated with P. aeruginosa culture filtrate; activity change (cytotoxicity), % at 5 µM; 0.36% of 360,000 active; AID 602141, 2011;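 active = corrected activity change at or below -50% at 5 µM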
NR2E3 ag-1: inhibitors of NR2E3-RetCOR corepressor binding, primary screen, NR2E3 agonist project, biochemical, TR-FRET, GST-NR2E3, biotin-RetCOR; AID 2300, 2010; Photoreceptor-specific nuclear receptor (Homo sapiens), Q9Y5X4; inhibition of corepressor binding, % at 4.78 µM; 1536-well; 0.12% of 320,000 active;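 active = percent inhibition above the cutoff of mean plus 3 SD of all tested compounds, set per screening campaign, cut at about 20% in these data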;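 note: 0% = DMSO wells and 100% = biotin wells as full block of FRET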
Target sequence (Q9Y5X4 whole entry, looked up): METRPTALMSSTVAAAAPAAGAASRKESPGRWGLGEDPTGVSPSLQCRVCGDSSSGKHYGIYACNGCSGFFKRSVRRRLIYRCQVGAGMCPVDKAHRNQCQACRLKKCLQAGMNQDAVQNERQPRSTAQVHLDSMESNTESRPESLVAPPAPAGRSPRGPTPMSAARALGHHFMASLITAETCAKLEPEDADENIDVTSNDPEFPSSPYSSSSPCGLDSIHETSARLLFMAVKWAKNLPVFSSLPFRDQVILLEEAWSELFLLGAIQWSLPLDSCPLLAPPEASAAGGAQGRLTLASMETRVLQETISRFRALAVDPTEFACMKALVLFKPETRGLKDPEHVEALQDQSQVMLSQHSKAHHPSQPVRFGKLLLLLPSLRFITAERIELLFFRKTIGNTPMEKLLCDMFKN
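System: GST-tagged NR2E3 plus biotinylated RetCOR corepressor; Buffer or medium: pH 7.5 Tris-based buffer; Probe or stimulus: RetCOR corepressor, biotinylated, 7 nM; Doses: compound at 4.8 µM, single dose; Schedule: 5 h incubation at 4 °C; Technique: time-resolved FRET; Evaluation: percent inhibition of TR-FRET ratio; Replication: one well per compound, singlicate testing.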
Shn3 inh set2: reduction of Shn3 3'UTR firefly luciferase signal, primary screen, Schnurri-3 inhibitor project, cell-based, Clone20 osteoblasts, set 2 | 0.52% of 360,000 active | Clone20 osteoblast Shn3 3'UTR firefly luciferase, 24 h | AID 588674, 2011 | inhibition, % at 12.5 µM;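 active = mean inhibition of at least 75% with every replicate also reaching 75%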;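 note: 0% = median of neutral control wells and 100% = pilot-screen positive control compound; some compounds past the cut are filed as inactive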
Peg3 promoter: Peg3 promoter-driven luciferase inhibitors, primary screen, cell-based, HeLa, luciferase luminescence; HeLa PEG-Prom luciferase reporter, overnight; inhibition, % at 20 µM; 1.7% of 360,000 active; AID 588405, 2011;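 active = inhibition of at least 50% at 20 µM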
LMP1 NFkB inh: EBV LMP1-driven NF-kappaB luciferase reporter inhibitors, primary screen, cell-based, luminescence, single point; LMP1-induced NF-kappaB luciferase reporter cells; inhibition, % at 12.5 µM; 0.69% of 350,000 active; AID 504558, 2011; in the data active = inhibition above about 41%;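 note: 0% = neutral control wells and 100% = reference inhibitor control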
HIF-2a block: HIF-2a reporter inhibitors, primary screen, luminescence, 786-0 RCC cells; 786-0 RCC cells HIF-2a reporter, luciferase luminescence, overnight; inhibition, % at 18.8 µM; 0.72% of 360,000 active;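 active = inhibition of the luminescence signal of 40% or more relative to plate controls, in a single-dose primary screen at 18.75 µM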
CF NFkB inh: inhibitors of PAF-induced NF-kB signaling, primary screen, cell-based, GFP fluorescence, uHTS | AID 588850, 2011 | inhibition, % at 5 µM | 0.86% of 360,000 active | KKLEB NF-kB-GFP reporter, GFP fluorescence overnight;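 active = at least 50% inhibition at 5 µM, scaled per plate between neutral and stimulator controls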;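 note: PAF is a Pseudomonas aeruginosa culture filtrate used as stimulus; plate controls were PAF-stimulated DMSO wells for no effect and unstimulated DMSO wells for full effect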
NR2E3 ag-2: NR2E3 agonists in two-hybrid cells, primary screen, cell-based, luminescence, CHO-S, Gal4-NCOR/VP16-NR2E3 | Photoreceptor-specific nuclear receptor (Homo sapiens), Q9Y5X4 | AID 602229, 2012 | 0.35% of 360,000 active | luciferase | inhibition of corepressor binding, % at 3.98 µM;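 active = inhibition above the mean of all tested compounds plus 3 SD, cut at about 70% in these data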;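 note: 0% = DMSO with NR2E3 transfected cells and 100% = cells lacking NR2E3 construct; higher means lower luciferase signal from less NR2E3 corepressor binding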
MITF TRPM1 inh: inhibitors of MITF-dependent TRPM1 promoter reporter, primary screen, cell-based, SK-MEL-5, single point, luciferase | AID 488899, 2010 | SK-MEL-5 TRPM1 promoter luciferase, 24 h | 0.83% of 330,000 active | inhibition, % at 12.5 µM;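 active = mean inhibition across replicates of 60% or more, whatever share of single replicates reaches that level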; note: values of inactives mirror those of a sister screen read the other way
C8 TRAIL sens: viability loss with TRAIL in NB7+C8 cells, primary screen, TRAIL sensitizer project, cell-based, ATPlite luminescence; inhibition (viability loss, TRAIL sensitization), % at 10 µM; 1% of 360,000 active;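 active = compounds causing at least 50% loss of cell viability in the single-dose screen, relative to plate controls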
Numbers without * were called inactive; nt = not tested or not shown.

SMILES	hiPSC survival	KKLEB cytotox	NR2E3 ag-1	Shn3 inh set2	Peg3 promoter	LMP1 NFkB inh	HIF-2a block	CF NFkB inh	NR2E3 ag-2	MITF TRPM1 inh	C8 TRAIL sens
COc1cc(C2SCC(=O)Nc3c2c(C)nn3-c2ccccc2)cc(OC)c1OC (stereo unspecified)	0.6	-13	3	-1	13	-2	-2	23	-1	-11	-3
CCOC(=O)c1c(NC(NC(=O)CF)C(Cl)(Cl)Cl)sc2c1CCCC2 (stereo unspecified)	-0.5	9	1	13	22	-5	11	-16	-14	-9	-3
Cc1ccc2c(c1)C1CN(C)CCC1N2C(=O)c1cn(-c2ccccc2)nc1-c1ccccc1 (stereo unspecified)	-2.8	-32	2	-8	41	-10	-2	13	11	-1	2
CC(C)(C)C(=O)N1Cc2cc(-c3ccccc3)ccc2-n2nncc2C1	-0.8	-5	nt	17	-2	nt	5	-21	4	nt	-9
c1ccc(C(c2ccccc2)c2cccnc2)cc1	-1.0	-16	nt	9	26	-10	8	10	-9	4	-13
CN(C)C1C(=O)C(C(N)=O)=C(O)C2(O)C(=O)C3=C(O)c4c(O)cccc4C(C)(O)C3C(O)C12 (stereo unspecified)	0.3	28	6	16	14	5	9	-3	-36	1	-12
CCOC(=O)C(NC(=O)CCl)(Nc1ccc(C(O)(C(=O)OCC)C(F)(F)F)cc1)C(F)(F)F (stereo unspecified)	-0.8	-6	-2	-12	-3	-10	14	26	-26	-2	-3
CCCCn1c(O)c(C(=O)/C=C/c2ccc3c(c2)OCO3)c(=O)[nH]c1=O	-0.4	-12	-2	2	-1	3	19	-20	-22	8	2
CCCCOc1ccc(CC2C(=O)N(C)C(=O)N(C)C2=O)cc1	0.5	12	0	-7	-27	0	-55	-1	-3	-7	2
CCOC(=O)C1(CCOc2ccccc2)CCN(Cc2ccc(C)s2)CC1	0.2	-2	0	63	25	12	24	-4	6	7	12
Cc1ccccc1C1=NCC(=O)N(CC(=O)N2CCCCC2)c2sc(C)c(C)c21	9.8	-3	3	2	37	2	3	-21	5	14	-1
CC(=O)OC1CCC2(/C=N/O)C(=CCC3C4CCC(=O)C4(C)CCC32)C1 (stereo unspecified)	-0.2	5	2	1	1	9	14	-14	-20	4	1
COc1ccc(CCNCc2ccc(C)s2)cc1OC	1.9	-12	-1	-19	13	7	16	15	-4	5	0
CN1CCCN(c2ccc([N+](=O)[O-])nc2)CC1	-0.1	0	-1	-36	-43	-9	-24	-2	9	-2	-2
CCCCCn1c(=O)c(C(=O)Nc2cnccn2)c(O)c2ccccc21	0.4	-9	4	82	-13	30	-17	10	-18	66*	21
O=C(Cc1ccccc1)OCC(=O)c1ccc(F)cc1	4.2	-12	nt	38	2	-3	4	15	-5	-9	-8
Cc1nn(C)c(C)c1/C=C1/CC2C3CC=C4CC(O)CCC4(C)C3CCC2(C)C1=O (stereo unspecified)	3.3	-11	-2	-22	15	6	31	18	13	8	-10
CN1CCC(n2nccc2N)CC1	-1.9	-2	-6	-4	-6	-7	7	3	6	6	-12
N/C(=N\[N+](=O)[O-])NCCCC(NC(=O)CNC(=O)c1ccccc1)C(=O)O (stereo unspecified)	-0.1	5	1	10	4	2	16	-2	-29	2	-8
COc1ccccc1/C=N/N=C(/N)N[N+](=O)[O-]	0.4	13	1	-7	-15	-6	-27	-15	-8	-9	-13

Reprinted from the part before: 4 compounds; new compounds follow.
SMILES	hiPSC survival	KKLEB cytotox	NR2E3 ag-1	Shn3 inh set2	Peg3 promoter	LMP1 NFkB inh	HIF-2a block	CF NFkB inh	NR2E3 ag-2	MITF TRPM1 inh	C8 TRAIL sens
Cc1nn(C)c(C)c1/C=C1/CC2C3CC=C4CC(O)CCC4(C)C3CCC2(C)C1=O (stereo unspecified)	3.3	-11	-2	-22	15	6	31	18	13	8	-10
CN1CCC(n2nccc2N)CC1	-1.9	-2	-6	-4	-6	-7	7	3	6	6	-12
N/C(=N\[N+](=O)[O-])NCCCC(NC(=O)CNC(=O)c1ccccc1)C(=O)O (stereo unspecified)	-0.1	5	1	10	4	2	16	-2	-29	2	-8
COc1ccccc1/C=N/N=C(/N)N[N+](=O)[O-]	0.4	13	1	-7	-15	-6	-27	-15	-8	-9	-13
Cc1ccc(N/N=C/c2c(O)n(-c3ccccc3)c(=O)[nH]c2=O)cc1	2.8	1	1	-4	-17	-30	-8	-22	-61	-4	49
O=C(c1ccc(Cl)cc1)C1CCCN(Cc2cccc3cccnc23)C1 (stereo unspecified)	-0.2	-2	-1	-2	17	-1	19	25	-18	6	10
CC(=O)N1Cc2cnnn2-c2ccccc2C1(C)C#N (stereo unspecified)	2.5	13	nt	-9	-6	2	-3	3	4	-4	-14
CCN(CC)P(=O)(Oc1ccccc1)Oc1ccccc1	-0.2	6	-1	20	11	-1	8	-14	-5	5	5
CCCCOP(=O)(CN1CCOCC1)OCCCC	0.1	-3	1	-13	3	0	14	2	-28	6	-9
CC(C)NS(=O)(=O)c1ccc(OCC(=O)N2CCN(C)CC2)cc1	-0.4	-5	2	12	2	1	-5	-1	-7	4	-8
O=C1C(Br)C2CCC1C2C(=O)O (stereo unspecified)	-1.8	6	nt	-2	2	-2	9	6	-17	nt	9
CCN1CCN(Cc2cc3c(cc2[N+](=O)[O-])OCO3)CC1	0.0	8	4	-18	9	-3	15	-17	3	9	-7
O=C1Nc2ccc(Br)cc2C(c2ccccc2)=NC1O (stereo unspecified)	0.8	-3	-1	4	6	2	13	17	-1	-9	-2
CC(C)COP(=O)(OCC(C)C)C(O)c1cccnc1 (stereo unspecified)	-2.1	-5	2	-21	20	1	10	5	12	-4	4
CCOC(=O)C1(CCOc2ccccc2)CCN(Cc2cccc(O)c2)CC1	0.0	22	0	19	-12	9	-5	-1	16	3	23
CN1C[C@H](CO)C=C2c3cccc4[nH]cc(c34)C[C@H]21	-1.4	-14	1	7	-7	3	11	-13	-25	-4	-3
COCCOC(=O)C1=C(N)Oc2c(c(=O)oc3ccccc23)C1c1ccncc1 (stereo unspecified)	-2.3	-7	5	-1	20	6	13	15	-4	-4	5
C[C@]12CCC3C(CC[C@H]4C[C@H](O)CC[C@]34C)C1CCC2=O (stereo partly specified)	0.4	-1	nt	86*	21	6	5	-15	-16	2	-17
C=C1C(=O)O[C@@H]2C[C@@H](C)[C@@H]3C4OC4C(=O)[C@@]3(C)[C@@H](O)[C@H]12 (stereo partly specified)	8.5	-46	-4	79	96*	100*	88*	92*	77*	101*	18
Cn1cccc1/C=C1\C(=O)NC(=O)N(Cc2ccccc2)C1=O	0.9	2	0	-42	12	14	29	19	-19	24	23
CCC(C)C1NC(=O)C2CCCN2C(=O)C(CC(C)C)OC(=O)CCNC(=O)C(C)N(C)C(=O)C(C(C)C)N(C)C1=O (stereo unspecified)	-2.9	-13	nt	72	27	-3	-4	24	22	-24	18
CC(=O)O[C@@H]1[C@H]2CC[C@@H]3[C@]1(C[C@@H](OC(C)=O)[C@@]1(O)C([C@@H]4O[C@@H]4C1(C)C)[C@]3(C)O)C[C@@]2(C)O (stereo partly specified)	-0.3	14	1	12	-21	-3	3	-29	-9	-3	-21
C[C@]12CC[C@H](O)CC1=C([N+](=O)[O-])CC1C2CC[C@@]2(C)C1CC[C@@H]2O (stereo partly specified)	-2.6	-3	nt	5	13	-9	-4	4	-5	14	-12
O=C1NC(=O)C(=Cc2coc3ccccc3c2=O)C(=O)N1	-1.4	4	2	13	23	0	6	13	3	8	-3
COc1ccc(CC(=O)Nc2ccc(C#N)c(Cl)c2)cc1S(=O)(=O)N1CCOCC1	-0.5	-8	2	3	25	5	6	-2	-2	13	-14
COc1ccc(C2(C#N)CCN(C)CC2)cc1	5.9	7	2	1	-21	-10	-9	0	-12	3	-18
Cc1cc(/C=C2\C(=O)NC(=O)N(c3cccc(F)c3)C2=O)c(C)n1-c1ccc(C(=O)O)c(Cl)c1	-0.4	-1	1	-4	4	-3	21	-13	-33	-4	-8
Cc1ccc(NP(=O)(Oc2ccccc2)Oc2ccccc2)cc1	0.3	-5	nt	-11	25	-7	9	0	8	-3	22
CCCOP(=O)(O)c1c([N+](=O)[O-])cc(C(F)(F)F)cc1[N+](=O)[O-] (tested in a mixture with another compound)	1.2	13	2	8	-6	-1	-4	-1	-11	-18	-2
NC1(C(=O)O)CCCc2ccc(N(CCCl)CCCl)cc21 (stereo unspecified)	-0.5	8	nt	26	14	25	7	-20	2	8	7
OCC1(CO)COC(c2cccnc2)N1 (stereo unspecified)	1.2	-2	-3	7	0	-3	4	12	12	4	7
O=C(c1ccc(Cl)cc1)N1CCC2(CC1)OCCO2	0.2	5	2	0	-4	4	11	3	-6	9	5
CNC(=O)NC(O)C(Cl)(Cl)Cl (stereo unspecified)	-0.2	6	4	8	18	7	8	-10	-36	9	2
COc1cc(C)c(CN2CC=C(c3ccc(F)cc3)CC2)cc1C	-0.5	1	3	14	17	-9	23	12	-19	-6	6
CC(C)c1ccc(O)c(CN2CCN(c3ccccc3)CC2)c1	-0.2	-3	-4	-16	15	7	13	7	-16	3	-5
COC(=O)C1=C(c2ccc(Cl)c(C(F)(F)F)c2)C[C@@H]2CC[C@H]1N2C(=O)N1CCC(C)CC1	-3.2	-9	3	34	34	6	4	29	29	0	21
O=C(CN1CCCCC1)c1ccc(F)cc1	-0.2	6	3	0	-1	-7	9	-14	-10	1	-8
Cc1ccc2c(c1)CC1(CN2C)C(=O)NC(=O)N(c2cc(C)ccc2C)C1=O (stereo unspecified)	-0.6	-8	0	22	9	11	-2	2	9	7	-9
CCN1C[C@]2(CO)CC[C@H](OC)[C@@]34C5C[C@H]6[C@H](OC)C5[C@](O)(C[C@H]6OC)[C@@](O)(C(OC)C23)[C@@H]14 (stereo partly specified)	-0.3	5	5	-4	8	5	4	0	-39	3	-6
CC[N+]12CCC(CC1)C(C(O)(c1ccccc1)c1ccccc1)C2 (stereo unspecified)	0.3	0	-4	-1	-1	-2	18	-7	9	6	-15
COc1ccc(CC(C)NC2CCCCCC2)cc1 (stereo unspecified)	-0.1	3	3	-15	14	-16	-2	-17	-21	-1	5
CN1C2CCC1CC(OC(=O)c1cccc(O)c1)C2 (stereo unspecified)	2.9	-3	nt	1	8	4	4	-4	-24	-1	15

These rows are one share of the data; count on the stated rates, not on these rows.
